# GPR35 antagonists – inhibition of zaprinast-stimulated GPR35 beta-arrestin translocation – imaging, U2OS, beta-arrestin-GFP, zaprinast agonist, primary screen (AID 2058); U2OS GPR35 beta-arrestin-GFP translocation imaging, zaprinast antagonism; higher % means a stronger effect; inhibition, % at 10 µM, or IC50 in µM where a hit was titrated; 290,000 tested, 0.052% active;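 active = inhibition of at least 50% with at least 30 cells and total cytoplasm GFP at most 10,000,000; inconclusive = under 30 cells or total GFP of 10,000,000 plus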
# K1F lysis inhibition – protection from phage-mediated lysis, alamar blue read-out – E. coli UTI89, K1F phage, bacterial capsule biogenesis inhibitors (AID 488966); E. coli UTI89 K1F phage lysis, alamar blue, 2 h; higher % means a stronger effect; inhibition, % at 100 µM; hits with a dose series show IC50 in µM; 340,000 tested, 0.02% active;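 active = phage lysis inhibition, versus mean bacterial control, above a set limit; inconclusive = no clear call, values can overlap the other calls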;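 note: capsule biogenesis inhibitors block K1F phage lysis so surviving cells raise fluorescence; higher fluorescence means more inhibition of phage lysis; actives were called in the ten point dose series up to 300 µM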
# GPR55 LPI antagonism – inhibition of LPI-stimulated GPR55 beta-arrestin translocation – imaging, U2OS, beta-arrestin-GFP, LPI agonist, primary screen (AID 2013); U2OS GPR55 beta-arrestin-GFP translocation imaging, LPI antagonism; higher % means a stronger effect; inhibition, % at 10 µM, or IC50 in µM where a hit was titrated; 290,000 tested, 0.13% active;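 active = spots per cell inhibited over 60%, with over 100 cells counted and total cytoplasm intensity under 500,000; inconclusive = wells with under 100 cells, flagged as likely toxic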;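 note: U2OS cells stably carrying GPR55 and arrestin-GFP stimulated by 5 µM LPI near EC80; imaged beta-arrestin-GFP aggregate spots per cell after agonist stimulation; plate controls were LPI-stimulated DMSO wells for no effect and DMSO wells without LPI for full effect; some results filed as inactive read as strong as hits; confirmed hits need IC50 under 10 µM and bright autofluorescent wells are also inconclusive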
# NOD1 inhibition – NOD1 signaling inhibitors, primary screen, cell-based, luminescence, uHTS (AID 1578) | NOD1-driven NF-kB luciferase reporter cells, luminescence; higher % means a stronger effect | inhibition, % at 4 µM; hits with a dose series show EC50 in µM | 290,000 tested, 1% active; in the data active = inhibition mostly above about 36%, no sharp cut-off; inactive = mostly below about 34%;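 note: HEK-293T reporter cells stimulated with the NOD1 agonist gamma-tri-DAP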
# KOR beta-arrestin-1 – kappa opioid receptor activators – cell-based, luminescence, uHTS, primary screen (AID 1777) | KOR beta-arrestin recruitment, luminescence; higher % means a stronger effect | activation, % at 10 µM; hits with a dose series show EC50 in µM | 280,000 tested, 0.02% active; in the data active = activation above about 50%, passing the limit was not always enough; note: a part of the inactive calls stands beside numbers as strong as those of hits
# MgcRacGAP inhibition – MgcRacGAP GTPase-activating activity inhibitors, confirmation, biochemical, ADP Hunter fluorescence; inhibition, % at 30 µM, or IC50 in µM where a hit was titrated; AID 624330; MgcRacGAP-stimulated Rac1 GTP hydrolysis, ADP Hunter fluorescence; higher % means a stronger effect; GST-tagged Rac1 F28L mutant substrate; 340,000 tested, 0.6% active;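 active = first-screen hits whose inhibition reached a set limit at any dose in the follow-up dose series; inconclusive = inhibition above the set first-screen limit but never retested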;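 note: fluorescence reports GDP produced by GAP-driven GTP hydrolysis; strong numbers were not always called active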
# GPR55 beta-arrestin – selective activators of receptor GPR55 – imaging, U2OS cells, beta-arrestin-GFP redistribution, primary screen (AID 1961). U2OS GPR55 beta-arrestin-GFP redistribution imaging; higher % means a stronger effect. activation, % at 10 µM; hits with a dose series show EC50 in µM. 290,000 tested, 0.048% active;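 active = activation above 40% with more than 50 cells counted in the well; inconclusive = wells holding fewer than 50 cells, flagged as toxic or sparse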;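 note: U2OS osteosarcoma cells stably expressing GPR55 and beta-arrestin-GFP; plate controls were DMSO negative control for no effect and LPI positive control for full effect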
# KOR beta-arrestin-2 – KOR antagonists, beta-arrestin recruitment, cell-based, luminescence, uHTS (AID 1778). KOR beta-arrestin recruitment, luminescence, antagonist mode; higher % means a stronger effect. 290,000 tested, 0.091% active. inhibition, % at 10 µM, or IC50 in µM where a hit was titrated; in the data active = inhibition above about 50%; note: strong numbers were not always called active
# NTR1 agonist – agonists of NTR1, primary screen, imaging, U2OS cells, beta-arrestin-GFP, high content (AID 493036); activation, % at 20 µM; NTR1-U2OS beta-arrestin-GFP spot imaging, agonist mode; 330,000 tested, 0.17% active; P30989;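 active = activation at or above 40% of the spot to cytoplasm intensity ratio, with at least 20 cells analyzed; inconclusive = wells under 20 cells, flagged as cytotoxic or low count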;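 note: 0% = DMSO without peptide and 100% = 100 nM NTR1 peptide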
# Target sequence (P30989 whole entry, looked up): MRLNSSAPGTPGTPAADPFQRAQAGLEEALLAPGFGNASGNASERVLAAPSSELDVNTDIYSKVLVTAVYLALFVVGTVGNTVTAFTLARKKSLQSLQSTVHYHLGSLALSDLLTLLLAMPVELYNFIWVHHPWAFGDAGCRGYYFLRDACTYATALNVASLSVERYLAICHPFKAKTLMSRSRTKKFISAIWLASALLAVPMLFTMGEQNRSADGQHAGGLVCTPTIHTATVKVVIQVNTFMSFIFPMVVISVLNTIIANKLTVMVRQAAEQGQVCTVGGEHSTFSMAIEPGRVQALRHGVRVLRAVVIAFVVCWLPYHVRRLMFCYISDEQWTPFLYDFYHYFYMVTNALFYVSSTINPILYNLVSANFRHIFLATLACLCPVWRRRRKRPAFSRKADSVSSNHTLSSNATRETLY
# NTR1 agonist cell count 20 µM – recorded beside NTR1 agonist, whose call it bears; cell count; measured here: cell count, cytotoxicity flag
# Numbers without * were called inactive; ? = inconclusive; nt = no result given; [ ] = dose if it differs, or a comment. The list is partial; rates above refer to the full screens.
SMILES,GPR35 antagonists,K1F lysis inhibition,GPR55 LPI antagonism,NOD1 inhibition,KOR beta-arrestin-1,MgcRacGAP inhibition,GPR55 beta-arrestin,KOR beta-arrestin-2,NTR1 agonist,NTR1 agonist cell count 20 µM
COc1ccc(C2=NN(CCC(=O)NCc3cccs3)C(=O)CC2)cc1,-8%,0.0%,2%,-12%,-1.2%,14%,1.3%,-8%,-0.5,73
Cn1cnc([N+](=O)[O-])c1Oc1cccc(O)c1,-4%,-14%,1%,-16%,13%,10%,-0.3%,-21%,2.8,63
Cc1cc(OC(C)C(=O)N2CCN(c3ccc(F)cc3)CC2)c2c(C)cc(=O)oc2c1 (stereo not drawn),9%,0.3%,9%,19%,0.4%,11%,0.5%,-15%,6.4,66
CCc1ccc2c(c1)cc(CN(C(=S)Nc1ccc(Cl)cc1)C1CC1)c1nnnn12,-7%,0.2%,-6%,-19%,-2.0%,6%,-0.1%,3%,2.7,62
Cc1ccc(Oc2ncccc2C(=O)NCC(=O)O)cc1,-13%,-0.4%,11%,-5%,-3.6%,-15%,0.2%,10%,0.8,40
Cc1c(O)ccc2c(CC(=O)N[C@@H](Cc3ccccc3)C(=O)O)cc(=O)oc12,6%,-0.6%[50 µM],-1%,-20%,-1.3%,5%,-0.2%,9%,-0.5,86
O=C(NCC1CCN(Cc2cccc(Cl)c2)CC1)C1CCCN(c2ncnc3c2nc2n3CCCCC2)C1 (stereo not drawn),4%,0.2%,-2%,2%,9.7%,14%,-0.1%,-44%,2.9,49
CC1(C)CC(=O)C=C(NCCN2CCN(C(=O)Nc3ccc(Cl)c(Cl)c3)CC2)C1,-10%,0.1%,1%,-14%,-0.2%,12%,-0.1%,-8%,0.1,50
COc1ccc(NS(=O)(=O)c2ccc(NS(=O)(=O)c3ccc(C)cc3)cc2)nn1,10%,-0.2%,17%,8%,2.3%,3%,-0.2%,-6%,0.5,63
Nc1c(SCCC(=O)O)ccc2c1C(=O)c1ccccc1C2=O,-17%,-0.3%,12%,-2%,-0.2%,12%,0.7%,8%,-0.7,95
CCCOc1ccc([N+](=O)[O-])cc1C1NC(=S)NC(c2ccccc2)=C1C(=O)OCC (stereo not drawn),0%,0.3%,15%,6%,10%,9%,0.0%,-16%,-0.5,41
C/C(Cc1ccccc1)=N\NC(=O)CCCCCC(=O)N/N=C(\C)Cc1ccccc1,10%,-2.5%,0%,9%,0.4%,7%,0.0%,6%,-0.5,73
FC(F)(F)c1nc2cc3nc4ccccc4[nH]c3cc2n1,0%,-0.4%,6%,10%,0.0%,18%,0.2%,4%,-0.8,56
Cc1cc(Cl)c(S(=O)(=O)NC(C(=O)O)C(C)C)cc1OCC(=O)NC1CCCCC1 (stereo not drawn),1%,0.9%,3%,-18%,3.8%,8%,-0.1%,-3%,1.9,77
CC(C)C(NC(=O)OCc1ccccc1)C(=O)OCC(=O)N1CCCCC1 (stereo not drawn),-8%,0.1%,-6%,-16%,-2.6%,3%,-0.2%,23%,1.1,61
CC(=O)Oc1ccc(/C=N/NC(=O)C2CCCN2S(=O)(=O)c2ccc(Cl)cc2)cc1 (stereo not drawn),1%,-0.5%,4%,-12%,-4.9%,-6%,-0.1%,12%,-0.7,45
CC(O)CN1C(=O)C(CC(=O)Nc2ccc(Cl)cc2)SC1=Nc1ccccc1 (stereo not drawn),0%,-2.9%[50 µM],37%,1%,-0.1%,2%,-0.1%,-22%,1.8,52
CCN1CCN(CCC(=O)Nc2ccc(Br)c(C)c2)CC1,0%,-2.2%,12%,-2%,-0.7%,-14%,0.3%,-4%,-1.0,70
Cc1nn(C)cc1C1C2=C(CC(C)(C)CC2=O)N(c2ccccc2)C2=C1C(=O)CC(C)(C)C2,16%,-0.1%,6%,-23%,-0.6%,-3%,-0.1%,19%,-0.8,90
COc1cc2c(cc1OC)/C(=C/C(=O)c1ccc([N+](=O)[O-])c(C)c1)NCC2,-5%,0.1%,20%,-12%,3.3%,12%,-0.1%,13%,5.7,83
CC(=O)c1ccc(N2Cc3ccccc3C2)cc1,-6%,-1.5%,7%,-16%,2.0%,0%,-0.1%,-35%[20 µM],0.5,66
CCO[C@H]1OC(C(=O)N2CCOCC2)=C[C@@H](c2ccc(Br)cc2)[C@@H]1CCCO,-6%,1.6%,3%,-9%,nt,6%,-0.2%,3%,0.7,99
CCOC(=O)N1CCC(N(C(=O)Nc2ccc(CC)cc2)C(C)CC)CC1 (stereo not drawn),3%,5.0%,5%,43%,8.4%,5%,-0.1%,-14%,2.3,67
COc1ccccc1C1C2=C(CCCC2=O)N(CC(=O)O)C2=C1C(=O)CCC2,11%,-1.4%,0%,-11%,-3.9%,1%,-0.1%,-6%,0.7,58
COc1ccc(NC(=S)NCCc2c(C)[nH]c3ccc(OC)cc23)cc1,-18%,0.2%,7%,-15%,3.3%,12%,0.1%,-32%,0.3,78
COc1cc(/C=C2\NC(=S)N(C)C2=O)ccc1OCc1cccc(F)c1,4%,0.0%,-3%,1%,-0.2%,nt,-0.3%,-29%,1.7,84
CCCN1CC=C2C(C#N)=C(N)C(C#N)(C#N)C(c3cccc(OC)c3OC)C2C1 (stereo not drawn),101%*,-0.1%,?,-12%,-2.8%,1%,-0.1%,-25%,-1.7,44
COc1ccc(-n2ncc3c2CC(C)(C)CC3NC(=O)CCN2CCCC2=O)cc1 (stereo not drawn),-3%,0.0%,-15%,33%,18%,4%,-0.1%,-24%,0.7,62
O=C1CCCC2=C1C(c1ccc(Br)cc1)c1c([nH]c(=S)[nH]c1=O)N2 (stereo not drawn),-8%,0.2%,-14%,-1%,-2.3%,26%,0.8%,-13%,-0.7,89
O=C(c1ccc(F)cc1F)N1CCN(c2ncccn2)CC1,13%,-0.9%,-3%,-13%,0.1%,0%,-0.2%,-18%,-2.3,82
CC(=O)Nc1nc(CCC(C)C)cc2c1c(=O)oc1ccccc12,0%,-1.7%,-2%,-2%,-1.1%,7%,0.0%,1%,3.4,57
O=C(NCCc1ccc(Cl)cc1)C1CCCN(c2ncnc3c2nc2n3CCCCC2)C1 (stereo not drawn),2%,0.0%,-21%,0%,-1.4%,-22%,-0.1%,-15%,1.5,50
CC(C)Nc1nc(Cl)nc(NN(C)c2nc(N(C)C)nc(N(C)C)n2)n1,19%,6.0%,12%,-10%,-2.2%,8%,0.0%,-16%,-2.8,43
COC(=O)CSc1c(-c2ccccc2)c2cc(Cl)ccc2[nH]c1=O,8%,-0.1%,4%,15%,-2.3%,6%,-0.1%,-2%,4.3,75
CN(C)c1ccc2nsnc2c1[N+](=O)[O-],-6%,-0.4%,6%,-8%,-3.1%,7%,-0.1%,10%,-1.4,50
C/C(=N\N=C(c1ccccc1)c1ccccc1)c1cccs1,-2%,1.7%,40%,-61%,1.2%,5%,0.3%,-2%,5.6,61
O=C(CSc1ncnc2c1nnn2-c1ccc(F)cc1)NCc1ccco1,-9%,0.8%,14%,-7%,-2.3%,11%,0.4%,5%,3.7,39

# Retrieved by compound from the entries so far (2):
SMILES,GPR35 antagonists,K1F lysis inhibition,GPR55 LPI antagonism,NOD1 inhibition,KOR beta-arrestin-1,MgcRacGAP inhibition,GPR55 beta-arrestin,KOR beta-arrestin-2,NTR1 agonist,NTR1 agonist cell count 20 µM
COc1ccc(-n2ncc3c2CC(C)(C)CC3NC(=O)CCN2CCCC2=O)cc1 (stereo not drawn),-3%,0.0%,-15%,33%,18%,4%,-0.1%,-24%,0.7,62
O=C(CSc1ncnc2c1nnn2-c1ccc(F)cc1)NCc1ccco1,-9%,0.8%,14%,-7%,-2.3%,11%,0.4%,5%,3.7,39

# Structural class, the compounds so far with fluorine (five)
SMILES,GPR35 antagonists,K1F lysis inhibition,GPR55 LPI antagonism,NOD1 inhibition,KOR beta-arrestin-1,MgcRacGAP inhibition,GPR55 beta-arrestin,KOR beta-arrestin-2,NTR1 agonist,NTR1 agonist cell count 20 µM
Cc1cc(OC(C)C(=O)N2CCN(c3ccc(F)cc3)CC2)c2c(C)cc(=O)oc2c1 (stereo not drawn),9%,0.3%,9%,19%,0.4%,11%,0.5%,-15%,6.4,66
FC(F)(F)c1nc2cc3nc4ccccc4[nH]c3cc2n1,0%,-0.4%,6%,10%,0.0%,18%,0.2%,4%,-0.8,56
COc1cc(/C=C2\NC(=S)N(C)C2=O)ccc1OCc1cccc(F)c1,4%,0.0%,-3%,1%,-0.2%,nt,-0.3%,-29%,1.7,84
O=C(c1ccc(F)cc1F)N1CCN(c2ncccn2)CC1,13%,-0.9%,-3%,-13%,0.1%,0%,-0.2%,-18%,-2.3,82
O=C(CSc1ncnc2c1nnn2-c1ccc(F)cc1)NCc1ccco1,-9%,0.8%,14%,-7%,-2.3%,11%,0.4%,5%,3.7,39
